Screening results as filed in PubChem BioAssay.
Vc quorum ag: induces V. cholerae light production without autoinducers | V. cholerae BH1578 lux reporter, luminescence, 6 h | activation, % at 18.7 µM | hit rate 0.16% among 350,000 | AID 588436; in the data active = activation mostly above about 9.7%, no sharp cut-off; also: not every result past the cut was called active; inactives centre near 0; reference of the scale not given here
Mtb BioA inh: blocks M. tuberculosis BioA enzyme activity; purified M. tuberculosis BioA enzyme, plate reader; inhibition, % at 9.99 µM; hit rate 0.096% among 360,000; in the data active = inhibition above about 40%
GDH-TPI counter: GDH-TPI coupled enzyme inhibition counter-screen; GDH-TPI coupled enzyme counterscreen, NADH absorbance; inhibition, % at 4.8 µM; hit rate 1.2% among 360,000; AID 588335; in the data active = inhibition above about 30%;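 also: 0% = DMSO wells and 100% = wells lacking the enzyme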
MazEF act: MazEF (E. coli) toxin RNase activation; activation, % at 20 µM; hit rate 0.32% among 350,000; P0AE70; FAM/BHQ RNA-DNA oligo cleavage fluorescence, 5 h; in the data active = activation above about 50%
Target sequence (P0AE70 whole entry, looked up): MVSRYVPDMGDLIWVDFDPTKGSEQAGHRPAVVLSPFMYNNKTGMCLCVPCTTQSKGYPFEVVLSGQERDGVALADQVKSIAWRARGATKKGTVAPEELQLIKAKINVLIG
PriA SSB inh: blocks PriA binding to SSB C-terminal tail | inhibition, % at 33 µM | hit rate 0.6% among 430,000 | AlphaScreen SSBct-PriA binding, biotinylated peptide; in the data active = inhibition mostly above about 37%, no sharp cut-off; inactive = mostly below about 20%;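 also: plate controls were negative control peptide for no effect and reference peptide for full effect; strong numbers were not always called active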
VHR inh abs: DUSP3 (human) phosphatase inhibition; recombinant VHR phosphatase, pNPP absorbance; inhibition, % at 13.3 µM; hit rate 0.52% among 290,000; AID 1654; in the data active = inhibition above about 50%; also: some compounds called inactive have numbers as strong as hits
Target sequence (P51452 whole entry, looked up): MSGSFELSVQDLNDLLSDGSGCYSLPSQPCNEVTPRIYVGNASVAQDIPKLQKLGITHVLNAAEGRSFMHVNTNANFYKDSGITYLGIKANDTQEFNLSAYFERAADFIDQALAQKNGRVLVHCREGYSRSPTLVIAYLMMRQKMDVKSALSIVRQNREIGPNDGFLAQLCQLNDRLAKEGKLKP
SARS 3CLpro inh: SARS-CoV 3CLpro protease inhibition. P0C6X7. recombinant SARS-CoV 3CLpro, quenched FRET peptide cleavage. inhibition, % at 6 µM. hit rate 0.14% among 290,000. AID 1706; in the data active = inhibition above about 12%
Mtb UGM inh: Mtb UDP-galactopyranose mutase inhibition; P9WIQ1; hit rate 0.06% among 320,000; purified UGM, fluorescence polarization probe displacement; inhibition, % at 10 µM; in the data active = inhibition above about 10%, passing the limit was not always enough
Target sequence (P9WIQ1 whole entry, looked up): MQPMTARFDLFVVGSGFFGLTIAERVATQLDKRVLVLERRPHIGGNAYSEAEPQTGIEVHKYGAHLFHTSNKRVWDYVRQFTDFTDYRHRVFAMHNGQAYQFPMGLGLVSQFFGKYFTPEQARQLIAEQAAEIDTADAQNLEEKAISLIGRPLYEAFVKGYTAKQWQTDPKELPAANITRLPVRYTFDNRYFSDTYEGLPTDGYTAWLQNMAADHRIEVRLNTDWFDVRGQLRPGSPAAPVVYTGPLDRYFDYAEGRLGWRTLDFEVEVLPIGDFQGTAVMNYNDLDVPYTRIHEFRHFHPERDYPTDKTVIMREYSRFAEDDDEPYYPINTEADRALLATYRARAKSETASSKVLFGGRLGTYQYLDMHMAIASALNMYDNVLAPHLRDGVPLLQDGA
Rv3671c protease: inhibitors of M. tuberculosis serine protease Rv3671c; P9WHR9; inhibition, % at 5.96 µM; hit rate 0.048% among 320,000; in the data active = inhibition above about 38%;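 also: extracellular domain of Rv3671c used as enzyme; 0% = enzyme with DMSO and 100% = no enzyme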
FBA Mtb inh: inhibitors of M. tuberculosis fructose-bisphosphate aldolase; P9WQA3; purified M. tuberculosis FBA, fluorescence read-out; inhibition, % at 1 µM; hit rate 2.3% among 360,000; AID 588726; in the data active = inhibition above about 27%;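 also: 0% = vehicle and 100% = reference inhibitor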
* hit, by the source's call; i = inactive; · = not tested or not shown; + = active, no number; & = joins results of further samples.

SMILES,Rv3671c protease,Mtb BioA inh,GDH-TPI counter,SARS 3CLpro inh,PriA SSB inh,Mtb UGM inh,VHR inh abs,Vc quorum ag,FBA Mtb inh,MazEF act
CN1C(=S)SC(/[N+]([O-])=C/c2ccc(Cl)cc2)C1(C)C (configuration not stated),5,-1.8,9,-4,-7,2.6,17,0.2,-2,5
COc1ccc(CNC(=O)COC(=O)c2cc(S(=O)(=O)N3CCOCC3)ccc2O)cc1OC,0,0.2,0,·,-3,1.4,·,7.1,6,3
CC1C/C(=N/N=C2/NC(=O)CS2)CC(C)(C)C1 (configuration not stated),9,-0.9,11,0,·,0.3,10,-0.7,-1,7
Cc1cccc(N2CCN(Cc3oc(CO)cc(=O)c3O)CC2)c1C,-4,-0.6,1,1,-18,0.7,-5,-1.2,0,-2
COC(=O)c1[nH]c2ccccc2c1Sc1ccccc1,·,-1.2,13,0,5,-0.3,1,-1.5,77*,-7
CCCCC(=O)N1C(C)CCC1C (configuration not stated),·,-0.9,1,·,·,·,·,i,-3,3
COCCn1c(SCC(=O)Nc2sc(C)c(C)c2C#N)nnc1-c1ccc(OC)cc1,2,3.9,8,4,-10,-0.3,19,i,1,-11
COc1ccc(/C=N/N=C2/NC(=O)C(CC(=O)NC(C)C)S2)cc1 (configuration not stated),2,·,16,-2,·,-0.9,14,-0.3,-1,-5
CC12CCC(=O)N1C(C(=O)OCC(=O)Nc1cccc(S(=O)(=O)N3CCCCCC3)c1)CS2 (configuration not stated),-2,0.8,-1,-1,-6,·,-4,-0.2,1,10
CC(OC(=O)Cn1cnc2c1c(=O)n(C)c(=O)n2C)C(=O)N(C)c1ccccc1 (configuration not stated),4,0.1,3,·,11,5.3,·,i,0,0
CC1=C(C(N)=O)C(c2ccccc2[N+](=O)[O-])n2ncnc2N1 (configuration not stated),0,0.3,11,-1,-2,1.3,-2,-0.9,3,-2
COc1cccc(-c2cc(C(F)(F)F)c(C#N)c(=O)[nH]2)c1,-7,0.4,6,0,-17,1.7,6,-0.3,+,4
CN1C(=O)CC(c2ccccc2)Nc2ccccc21 (configuration not stated),8,1.1,-4,-7,-3,-1.1,16,-0.8,-1,7
COc1ccccc1NC(=O)C1=C(C)Nc2nc(-c3cccs3)nn2C1c1cccnc1 (configuration not stated),14,-1.0,8,-2,4,2.4,34,-0.5,0,4
COCCOc1ccc(C(F)(F)F)cc1NC(=O)COC(=O)c1c(C)noc1C,-3,-3.1,-2,-3,-8,-0.7,15,i,1,-9
CCCC(=O)OCC(=O)Nc1ccc(OC(F)F)cc1,5,-0.2,2,5,1,-0.6,4,-1.2,0,4
CN(CC(=O)Nc1cccc(F)c1)C(=O)CNS(=O)(=O)c1ccc(N(C)C)c([N+](=O)[O-])c1,-2,·,6,·,7,-2.1,·,i,-2,0
c1ccc(-c2noc(-c3ccc4c(c3)OCO4)n2)cc1,-9,·,-1,5,-3,-0.5,11,-0.5,-1,-7
COc1cccc(N2CCN(c3ccc4nnc(CCC(=O)Nc5ccccc5OC)n4n3)CC2)c1,4,2.1,-6,2,-10,-0.9,-25,-0.3,2,2
COc1ccc(C2CC(c3ccc(Cl)cc3)=NN2C(C)=O)cc1 (configuration not stated),0,2.5,9,-3,11,1.2,-1,i,-1,3
CSCCC(N=C(NS(=O)(=O)c1ccc(C)cc1)c1ccccc1)C(=O)O (configuration not stated),-4,·,1,2,-14,-0.4,9,i,-7,6
CCC(C)NS(=O)(=O)c1ccc(OCC(=O)N2CCC(C)CC2)cc1 (configuration not stated),-9,0.4,-3,0,6,0.9,-5,-0.5,8,5
CC(C)C[C@H](NC(=O)c1nc[nH]c1C(=O)NCC(=O)OCc1ccccc1)C(=O)OCc1ccccc1,-31,-1.5,-10,2,8,1.4,24,-0.7,1,-1
COc1cc(CSc2ncn[nH]2)c(OC)cc1CSc1ncn[nH]1,2,-0.4,-1,1,7,-0.1,10,-1.8,-4,-4
O=C(NC1CCCC1)C1CCCN(C(=O)Nc2ccccc2)C1 (configuration not stated),0,-0.6,2,-2,-4,-1.2,4,i,-2,12
COc1ccccc1-c1nc(C(N)=O)c2[nH]c(=O)n(-c3cccc(C)c3)c2n1,5,·,29,7,13,-4.2,18,-0.4,48*,-7
CCCCS/C(N)=N/N=C/c1ccccc1O,-3,·,21,6,·,1.8,28,-1.6,2,7
O=C(Nc1cc2c(cc1C(=O)O)OCCCO2)c1ccc(C(F)(F)F)cc1,-2,1.2,-2,6,38,1.7,-15,-0.2,-1,0
COc1ccc(N(CC(O)CN2C(=O)NC(C)(C)C2=O)S(=O)(=O)c2ccc(C)cc2)cc1 (configuration not stated),2,0.1,7,4,-9,-1.4,6,-6.2,-1,3
CC(C)CCC(C)NC(=O)C1CCN(S(=O)(=O)/C=C/c2ccccc2)CC1 (configuration not stated),5,-0.8,3,-1,-8,-2.0,11,-0.2,4,7
O=C(c1cc2cc(Br)ccc2[nH]1)N1CCc2ccccc21,·,0.2,10,-1,-3,-0.8,27,0.8,-1,-16
COc1cccc(OC)c1OCC(O)CN1CCN(c2ccccc2)CC1 (configuration not stated),-3,-0.5,8,-1,0,-2.7,19,i,3,0
O=C(/C=C/c1ccco1)NCCc1ccccc1,5,0.0,11,4,-13&0,0.1,6,i,3,4
COc1cccc(CN2CC(C(=O)NCCc3ccc(C)o3)CCC2=O)c1 (configuration not stated),·,-0.7,-2,-5,1,-1.4,-13,i,0,2
CCOc1ccc(NC(=O)c2cc(OC)nc3ccccc23)cc1,-3,·,10,2,-5,2.0,0,i,0,2
Cc1ccc(NC2CCCN(C(=O)c3cnc4ccccn4c3=O)C2)cc1C (configuration not stated),-5,-0.4,14,2,4,0.9,2,-0.6,5,1
Cc1ccc(CNC(=O)COC(=O)C2CCC2)cc1,7,-0.1,-2,·,-8,-1.3,·,7.6,1,10
O=C(COc1ccccc1)N/N=C/c1cc2c(cc1[N+](=O)[O-])OCO2,-2,-1.2,8,0,·,-2.8,33,i,-2,3
CCOc1ccc(NC(C)C(=O)N/N=C/c2cccs2)cc1 (configuration not stated),-6,·,11,-2,·,-2.6,-8,i,3,-1
COc1ccc(CN2CCN(Cc3cccc(Oc4ccccc4)c3)CC2)c(OC)c1OC,-6,-1.4,-1,0,11,2.6,5,-0.6,0,-3
Cc1oc2c(c1C(=O)O)C(=O)c1ccccc1C2=O,-54,-1.0,10,3,6&-5,-0.6,6,-0.2,-4,-3
O=C(COC(=O)CNC(=O)c1ccc(Br)o1)Nc1ccccc1OC(F)F,-1,·,5,1,-9,-0.4,19,-0.3,-3,4
OCCCNc1ncnc2sc3c(c12)CCN(Cc1ccccc1)C3,6,7.9,11,3,-7,0.6,6,0.0,72*,-16
N#Cc1nc(COc2cccc(Cl)c2)oc1NCc1ccncc1,-3,5.1,8,-7,6,-2.1,4,i,0,0
Cc1c(C=O)c2cc(OCc3ccccc3)ccc2n1C,-7,0.7,3,-4,1,0.4,-8,-0.9,0,3
Cc1ccc2nc(NC(=O)COC(=O)c3cccnc3)sc2c1,-7,-1.4,-6,·,2,-2.1,·,i,-2,5
Cc1occc1-c1nnc(SCC(=O)c2ccc(Cl)cc2)n1C,-3,-1.2,2,-2,-1,-0.3,3,·,3,7
CCCN(CC(=O)Nc1ccccc1C)C(=O)/C=C/c1ccc(OCC)c(OC)c1,-1,0.2,34*,·,-3,-1.5,·,i,13,4
Cc1ccc(NC(=S)NC(=O)c2ccc(F)cc2)cc1S(=O)(=O)Nc1ccccc1Cl,-72,·,14,-1,6,0.4,11,-0.3,-1,-6
CCn1cc(C(=O)OCC(=O)c2ccc(Cl)cc2)c(=O)c2ccc(C)nc21,-4,-3.2,16,0,-5,2.0,-1,i,2,-1
N=c1oc2ccccc2cc1-c1nc(-c2ccc(Cl)cc2)cs1,1,-1.7,9,-4,-8,3.0,-36,-0.4,0,-9
O=C(CSc1nnnn1-c1ccccc1)Nc1nsc(-c2ccc(Cl)cc2)n1,-49,·,13,-9,-8,2.0,17,-0.4,-1,15
COc1ccc(OC)c(NC(=O)CCN2CCCC(C)C2)c1 (configuration not stated),-5,·,11,5,11,0.0,8,-3.2,0,-3
CCn1c(CCNC(=O)c2cccs2)n[nH]c1=S,2,0.2,-7,4,-7,-0.8,7,-0.6,1,1
CC1CN(C(=O)CCC(=O)NC2CCCCC2)c2ccccc2S1 (configuration not stated),1,-0.6,1,-2,-3,1.0,21,-0.2,1,2
O=C(Nc1cccc(Cl)c1)c1ccc2sc([C@H]3C[C@H](O)[C@@H](CO)O3)nc2c1,·,0.8,8,·,·,·,·,-0.5,2,·
CN(CC(=O)Nc1ccc(F)cc1)C(=O)COc1ncnc2ccccc12,6,-0.7,0,-2,-5,-4.0,-11,-0.4,3,-4
Cc1cc(C)cc(NC(=O)CSc2nc(=O)n3cc(C)ccc3n2)c1,5,12,14,·,-4,·,·,-0.4,-1,7
Cc1c(NC(=O)CSc2ccc(Cl)cc2)cccc1-c1nc2cc(Cl)ccc2o1,-3,0.5,1,3,10,2.3,32,0.1,3,129*
CC(C)Oc1ccc(CN2CCC2(C)C(=O)Nc2ccc3c(c2)OCO3)cc1 (configuration not stated),·,-0.2,0,·,·,·,·,-0.2,-4,·

Profiles, quoted from the list. Screens in order: Rv3671c protease, Mtb BioA inh, GDH-TPI counter, SARS 3CLpro inh, PriA SSB inh, Mtb UGM inh, VHR inh abs, Vc quorum ag, FBA Mtb inh, MazEF act
Shown for N#Cc1nc(COc2cccc(Cl)c2)oc1NCc1ccncc1 = -3, 5.1, 8, -7, 6, -2.1, 4, i, 0, 0
Shown for CC1CN(C(=O)CCC(=O)NC2CCCCC2)c2ccccc2S1 (configuration not stated) = 1, -0.6, 1, -2, -3, 1.0, 21, -0.2, 1, 2
Shown for CN(CC(=O)Nc1ccc(F)cc1)C(=O)COc1ncnc2ccccc12 = 6, -0.7, 0, -2, -5, -4.0, -11, -0.4, 3, -4
Shown for O=C(COC(=O)CNC(=O)c1ccc(Br)o1)Nc1ccccc1OC(F)F = -1, ·, 5, 1, -9, -0.4, 19, -0.3, -3, 4
Shown for O=C(/C=C/c1ccco1)NCCc1ccccc1 = 5, 0.0, 11, 4, -13&0, 0.1, 6, i, 3, 4

The results go on.
SMILES,Rv3671c protease,Mtb BioA inh,GDH-TPI counter,SARS 3CLpro inh,PriA SSB inh,Mtb UGM inh,VHR inh abs,Vc quorum ag,FBA Mtb inh,MazEF act
CCOC(=O)C1CCN(C(=O)c2cc(S(=O)(=O)N3CCOCC3)c(Cl)cc2Cl)CC1,-2,·,3,1,-18,0.3,1,i,0,3
CCOc1ccc(CN2CCNC(=O)C2CC(=O)N(C)Cc2nonc2C)cc1 (configuration not stated),-4,-2.8,4,-9,-3,-1.6,8,-0.3,1,-5
CCCCS(=O)(=O)N1CN(S(=O)(=O)CCCC)C2NC(=O)NC21 (configuration not stated),-9,·,-6,0,-7,-2.0,17,i,0,3
CC1Cc2ccccc2N1C(=O)CSc1nnnn1C(C)C (configuration not stated),-3,-1.9,5,2,6,-0.9,16,i,0,4
COc1ccccc1NS(=O)(=O)c1cc(NC(=S)Nc2cc(C)cc(C)c2)ccc1Cl,-32,·,3,-2,3,-0.8,8,-0.4,0,6
Cc1cccc(NC(=O)CSc2nnc(NC(=O)CN3CCCCC3)s2)c1,5,·,·,-2,·,1.7,7,·,·,·
CCCC1(c2ccsc2)NC(=O)NC1=O (configuration not stated),·,·,5,·,-8,·,·,-0.8,2,-10
COc1ccccc1N1CCN(c2ncnc3sc(C)c(-c4ccccc4)c23)CC1,3,0.0,-5,0,-2,-0.2,41,-0.3,0,10

An excerpt; rates above refer to the full screens.
